# Bioassay records deposited in PubChem by Broad Institute.
# PglD DTNB: PglD (C. jejuni) enzyme inhibition | purified PglD enzyme, DTNB colorimetric CoA detection | inhibition, % at 12.5 µM | 360,000 compounds, 0.098% hits | AID 602405; in the data active = inhibition above about 16%, passing the limit was not always enough; inconclusive = no clear call, values can overlap the other calls; also: strong numbers were not always called active
# Casp6 inh: blocks human caspase-6 cleavage activity; P55212; purified caspase-6, Z-VEID-R110 cleavage fluorescence; inhibition, % at 12.5 µM; 350,000 compounds, 0.53% hits;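 active = mean inhibition across replicates at least about 35%, with every replicate also reaching that limit, limit read from the data; inconclusive = only one of the two criteria met; inactive = neither criterion met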;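 also: 0% = median of neutral control wells and 100% = no fluorescence left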
# ERp5 block: blocks human ERp5 reductase activity on insulin | Q15084 | ERp5 insulin aggregation, absorbance 650 nm, 90 min | inhibition, % at 9.99 µM | 350,000 compounds, 0.05% hits;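 active = mean replicate inhibition above about 25%, with every replicate also reaching it, limit read from the data, passing the limit was not always enough; inconclusive = only one of those two criteria met; inactive = neither criterion met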
# Target sequence (Q15084 whole entry, looked up): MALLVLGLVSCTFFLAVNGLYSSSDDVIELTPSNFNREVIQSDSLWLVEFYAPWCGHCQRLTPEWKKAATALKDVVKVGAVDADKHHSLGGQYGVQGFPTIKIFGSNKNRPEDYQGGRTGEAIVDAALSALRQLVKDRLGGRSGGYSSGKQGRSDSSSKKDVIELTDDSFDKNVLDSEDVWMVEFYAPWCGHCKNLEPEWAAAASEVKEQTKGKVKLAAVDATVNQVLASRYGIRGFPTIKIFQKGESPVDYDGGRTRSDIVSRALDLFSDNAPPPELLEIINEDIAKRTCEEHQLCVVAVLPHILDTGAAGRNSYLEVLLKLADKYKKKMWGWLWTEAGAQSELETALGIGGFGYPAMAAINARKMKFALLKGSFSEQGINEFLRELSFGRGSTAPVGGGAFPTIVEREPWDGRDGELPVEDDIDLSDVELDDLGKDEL
# E-selectin induc: E-selectin induction on HUVECs; 260,000 compounds, 0.37% hits; P16581; HUVEC E-selectin immunofluorescence imaging; normalized: neutral wells 0, TNF-alpha wells 100; activation, % at 7.58 µM;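 active = mean E-selectin-positive cell signal at least 10% of the positive control, reached in at least 60% of replicates, without over 20% cell loss; inconclusive = no rule given, readout overlaps actives, possibly toxicity-flagged; inactive = the rest, including those meeting only one limit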;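 also: in these data hits start at about 27%; measured in HUVEC primary endothelial cells; signal is the percent of cells scored E-selectin positive by PE staining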
#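 System: HUVEC, human umbilical vein endothelial cells; quantity: 3,000 cells/well; buffer or medium: EGM-2 medium, gelatin-coated wells; dosing: single-point compound dose; detection: immunofluorescence imaging; evaluation: % PE-positive cells; benchmarks: TNF-alpha, DMSO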
# RAD52 inh: inhibitors of human RAD52 DNA annealing | 360,000 compounds, 0.46% hits | inhibition, % at 18.7 µM | P43351 | recombinant RAD52 DNA annealing, FRET fluorescence;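 active = every replicate showing at least 50% inhibition; inconclusive = mean inhibition at least 50% but not in every replicate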
# Target sequence (P43351 whole entry, looked up): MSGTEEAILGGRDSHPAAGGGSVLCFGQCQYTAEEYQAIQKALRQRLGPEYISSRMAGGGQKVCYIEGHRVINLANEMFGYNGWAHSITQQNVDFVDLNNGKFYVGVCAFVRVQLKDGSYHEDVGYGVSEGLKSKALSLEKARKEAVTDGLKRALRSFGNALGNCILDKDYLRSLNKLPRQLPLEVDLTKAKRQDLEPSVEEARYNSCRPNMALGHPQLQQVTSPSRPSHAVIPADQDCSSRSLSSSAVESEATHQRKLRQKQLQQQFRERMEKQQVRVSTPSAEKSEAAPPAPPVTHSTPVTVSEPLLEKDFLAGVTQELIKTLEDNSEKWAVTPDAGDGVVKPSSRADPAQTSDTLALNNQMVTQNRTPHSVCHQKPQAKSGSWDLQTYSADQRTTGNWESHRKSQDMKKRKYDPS
# RAD54 inh: inhibitors of human RAD54 branch migration. inhibition, % at 10.4 µM. 360,000 compounds, 0.14% hits. RAD54 Holliday junction branch migration, FAM/BHQ fluorescence. Q92698;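 active = mean normalized replicate activity at least 40 and at least half of replicates scoring 40 or more; inconclusive = only one of the two criteria met; inactive = mean below 40 and under half of replicates reaching 40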;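 also: 0% = median of neutral control wells and 100% = median of positive control wells; inhibitors cause a drop in the FAM fluorescence signal; in these data hits start at about 50%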
# ARNT TACC3 PPI: disrupts binding between human ARNT and TACC3; Q9Y6A5; AlphaScreen His-ARNT PAS-B/GST-TACC3 binding, luminescence; TACC3 fragment carries E629A point mutation; inhibition, % at 9.99 µM; 390,000 compounds, 0.66% hits;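 active = mean inhibition of replicates at least 50% and at least half of replicates each reaching 50%; inconclusive = half or more replicates reach 50% but mean below 50%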;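 also: 0% = complete ARNT plus TACC3 wells and 100% = ARNT alone without TACC3; many hits fall short of the cut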
# esBAF inh: inhibitors of esBAF chromatin remodeling in mouse ES cells. 350,000 compounds, 2% hits. reporter increase, % at 12.5 µM. AID 602393. Bmi1-luciferase knock-in reporter, 24 h; 100% = twice the neutral-well signal; in the data active = activation above about 40%; inconclusive = no clear call, values can overlap the other calls;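 also: 0% = median of the plate's neutral control wells and 100% = double that signal; a rise in the Bmi1 reporter signal indicates esBAF inhibition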
# The depositor's hits bear a star; ? = inconclusive; . = not tested or not shown.
SMILES,PglD DTNB,Casp6 inh,ERp5 block,E-selectin induc,RAD52 inh,RAD54 inh,ARNT TACC3 PPI,esBAF inh
Cc1nc2ccc(S(=O)(=O)N(C)CC(=O)NCc3ccc4c(c3)OCO4)cc2s1,3,.,.,.,.,5,-5,-29
CN(c1ccccc1)S(=O)(=O)c1ccc(NC(=O)CC(=O)c2ccccc2)cc1,.,-1,1,-0.1,-24,.,-8,.
COCCNC(=O)CCc1nnc(Cc2ccc(-c3ccccc3)cc2)o1,.,-2,-2,0.1,-6,.,-18,6
CC(C)NC(=O)N1CC[C@@H]2[C@@H](CO)N(C)c3ccc(-c4cccc(F)c4)cc3[C@@H]21,3,.,.,3.3,.,7,13,-11
O=C(Nc1nc2ccc(Br)cc2s1)c1ccco1,-1,30,-3,.,-26,-15,-3,13
O=S(=O)(c1ccc(-c2cc(C(F)(F)F)on2)s1)N1CCCC1,.,1,-2,0.1,-11,.,-1,5
COC(=O)C[C@H]1CC[C@H](NC(=O)c2ccc(F)cc2)[C@@H](CO)O1,.,-3,1,0.2,0,.,.,.
C=CCN1CCOc2ccc(C)cc2S1(=O)=O,-1,-3,-3,-0.1,-10,-6,2,1
CCOC(=O)c1c(C)[nH]c(C(=O)COC(=O)CCC(=O)c2ccc3c(c2)OCCO3)c1C,-3,.,.,.,.,4,-8,-6
CCN(CC)CCOc1c(Br)ccc2c1sc1nc3n(c(=O)c12)CCC3,-6,.,.,.,.,86*,2,19
CCOc1ccc(C(=O)N2CCN(c3ncccn3)CC2)cc1,-7,0,18,.,-22,6,-8,11
COc1ccc([C@H]2CC(=O)C=C(/C=C/c3ccc(Cl)cc3)C2)cc1,-4,0,4,0.0,-14,6,-1,?
CCOC(=O)C1CCCCN1C(=O)c1ccc2nc(Cc3ccc(OC)cc3)oc2c1 (stereo not given),-4,0,-3,.,-15,-4,-4,-2
Cc1noc(C)c1S(=O)(=O)Nc1cccc2c1O[C@@H](CN(C)C(=O)Nc1ccccc1)[C@@H](C)CN([C@H](C)CO)C2=O,0,-2,-4,-0.2,-29,3,-4,-3
COc1ccccc1NC(=O)C[n+]1ccccc1C,2,-1,3,-0.2,-12,6,-1,-8
Cc1nn(Cc2ccc(F)cc2)c(C)c1NC(=O)c1nn(C)cc1Cl,8,.,.,.,.,4,0,2
COc1ccc(OCc2cccc(C(=O)Nc3ccc(CN4CCCCC4)cc3)c2)cc1,.,-5,-6,-2.4,44,.,12,.
CCCCCCSc1ccc([C@H]2N[C@@](CC(C)C)(C(=O)OC)[C@H]3C(=O)N(CC)C(=O)[C@@H]23)cc1,-2,-6,1,.,-3,-5,-4,-2
CCOC(=O)Cc1csc(NC(=O)CSc2ncnc3c2cnn3-c2ccccc2Cl)n1,0,.,.,.,.,0,3,4
C[C@H](NC(=O)C[C@H]1CC[C@@H](NC(=O)CN2CCOCC2)[C@H](CO)O1)c1ccccc1,1,3,-1,-0.1,5,1,-3,-2
COC(=O)CN1C(=O)C(O)(CC(=O)c2ccccc2)c2ccccc21 (stereo not given),3,.,.,.,.,4,15,-1
Nc1ccc(OCc2ccccc2)cc1,-4,-3,-1,.,-3,0,-16,17
O=C(c1cc(-c2ccc(Cl)c(Cl)c2)on1)N1CCCCCC1,-2,-2,0,-0.1,-1,-5,-4,59*
CC(C)CN(C(=O)COC(=O)CCCc1c[nH]c2ccccc12)c1c(N)n(Cc2ccccc2)c(=O)[nH]c1=O,-6,-2,-12,-0.4,-10,2,1,-5
O=C(NCCCN1CCOCC1)c1ccc(Br)s1,1,-11,-3,.,-19,-5,-4,5

# More compounds
SMILES,PglD DTNB,Casp6 inh,ERp5 block,E-selectin induc,RAD52 inh,RAD54 inh,ARNT TACC3 PPI,esBAF inh
CCCNC(=O)C[C@@H]1CC[C@@H]2[C@H](COc3ccc(NC(=O)Nc4cccc(C)c4)cc3C(=O)N2C)O1,-42,1,4,0.0,6,-21,-3,-2
COc1ccc(C)cc1S(=O)(=O)NC(C)C(=O)NC1CC1 (stereo not given),1,0,2,0.5,-2,-1,-1,.
CC(C)[C@H]1C=C(C(=O)NCc2ccccc2)O[C@@H](OCc2ccc(CO)cc2)C1,5,1,4,.,2,1,-4,.
Cn1c(C2=C(O)CN(c3ccccc3)C2=N)nc2ccccc21,.,-2,-8,.,-13,.,-4,.
CCc1nnc(NC(=O)CCC(=O)N2CCN(C3c4ccccc4-c4ccccc43)CC2)s1,-1,0,-3,2.0,-7,0,-32,.
COCCN(C(=O)COC(=O)CCCOc1ccc(OC)cc1)c1c(N)n(Cc2ccccc2)c(=O)[nH]c1=O,6,4,14,-0.2,-8,-3,1,0
O=[N+]([O-])/C(Cl)=C(/NCCO)C(Cl)=C(Cl)Cl,.,15,8,-0.1,-3,.,.,.
Cc1cccc(S(=O)(=O)N2CCCCN3[C@H](C2)[C@H](c2ccc(C#CC(C)C)cc2)[C@@H]3CO)c1,11,-1,-1,-0.6,3,0,-9,.
CCC(c1nnnn1C(C)(C)C)N1CCN(C/C=C/c2ccccc2)CC1 (stereo not given),-1,-1,3,2.0,-16,-3,.,9
COc1cccc(Cc2n[nH]c(=S)n2Cc2ccco2)c1,.,-2,1,0.1,-6,.,-1,-8
N#CCSc1nc2sccc2c(=O)n1-c1ccccc1,6,-1,-1,-0.1,-6,-8,3,-10
CCOC(=O)C1CCN(CCC(=O)Nc2cccc(Cl)c2)CC1,1,.,.,.,.,1,0,2
COc1ccc(NS(=O)(=O)c2ccc3oc(SC(C)C(N)=O)nc3c2)cc1 (stereo not given),-4,4,2,-0.5,-3,20,-6,-13
COc1ccccc1C(=O)COC(=O)C1CCN(S(=O)(=O)c2ccccc2)CC1,5,-3,-4,-0.1,-6,1,.,-1
NC(=O)C1CCN(C(=O)COc2ccc3c4c(c(=O)oc3c2)CCC4)CC1,-4,-2,-5,.,3,-22,-3,-5
C[C@H](CO)N1C[C@H](C)[C@@H](CN(C)Cc2ccc(Cl)c(Cl)c2)OCCCC[C@H](C)Oc2ccc(NC(=O)Nc3ccc(C(F)(F)F)cc3)cc2C1=O,0,-2,2,-0.3,2,-4,17,-3
COc1ccccc1S(=O)(=O)N1CC[C@@H]2[C@H]1c1cc(-c3ccc(F)cc3)ccc1N(C)[C@H]2CO,0,3,-1,-1.1,1,1,-1,0
COC(=O)[C@]1(C)CCC[C@@]2(C)C3CC[C@@]4(C)C[C@]3(CCC21)CC(=O)N4C (stereo not given in full),4,1,0,-0.1,0,-5,-16,-5
Cc1cc(N)ccc1NC(=O)CN1CCOCC1,-5,1,-1,.,-6,-2,0,-6
O=C(NCc1ccc(Cl)cc1)c1ccccc1Oc1ccccc1,-9,.,.,.,.,3,-14,-1
CCn1cc(Cl)c(C(=O)Nc2ccc3c(c2)OCCO3)n1,.,1,9,6.6,-12,.,0,.
COc1cc(/C=C/C(=O)OCC(=O)N2CCC(C)CC2)ccc1O,-5,0,-11,0.1,0,1,-4,-4
O=c1[nH]c(=O)n(C(c2ccccc2)(c2ccccc2)c2ccccc2)cc1N(CCO)CCO,.,5,2,-0.5,-48,.,4,.
COCCNC(=O)C1CCCN(C(=O)COc2ccc(Cl)cc2Cl)CC1 (stereo not given),1,1,1,0.1,1,7,.,11
COc1ccc(/C(C)=N/NC(=O)c2ccc(CSc3cccc4cccnc34)cc2)cc1OC,0,.,.,.,.,3,0,5

# Other structures
SMILES,PglD DTNB,Casp6 inh,ERp5 block,E-selectin induc,RAD52 inh,RAD54 inh,ARNT TACC3 PPI,esBAF inh
O=S1(=O)CC(N2CCN(CC3CC3)CC2)CN1C1CCCC1 (stereo not given),-1,-10,5,0.5,-16,-1,.,-4
C=CCNc1nc(C2(C)CC3(CC(C)(C)OC3=O)C(=O)O2)cs1 (stereo not given),-1,.,.,.,.,0,-8,-1
COc1ccc(S(=O)(=O)Nc2cccc3c2O[C@@H](CN(C)Cc2ccc4c(c2)OCO4)[C@H](C)CN([C@@H](C)CO)C3=O)cc1,-6,0,2,-14,12,10,-1,3
O=C(Nc1ccccc1)N1CC(=O)N2[C@H](C1)[C@@H](c1ccc(C#CC3CCCCC3)cc1)[C@@H]2CO,.,1,6,-0.1,-2,.,.,.
CCc1cccc(C)c1NC(=O)Nc1ccc2c(c1)OCO2,.,0,6,0.5,-15,.,.,.
Cc1ccc(C)c(NC(=O)CCC(=O)NN=C2CCCC2)c1,-1,-1,8,4.2,-26,-4,1,-6
CC(=O)c1ccc[n+](CC(=O)NC(C)c2ccccc2)c1 (stereo not given),3,-18,-1,0.5,8,-8,5,-2
COC(=O)C1=C(NC(=O)c2ccc(Br)cc2)CCS1,.,1,-3,.,-25,.,7,0
Cc1ccc(NC(=O)C2CCCN2C(=O)OCc2ccccc2)c(O)c1 (stereo not given),-4,1,3,.,-8,-5,-11,-2
O=C(NNc1ncc(C(F)(F)F)cc1Cl)c1c(Cl)cccc1Cl,1,.,.,.,.,0,4,-19
CCCC(=O)Nc1ccc2c(c1)C(=O)N(C)[C@H]1CC[C@H](CC(=O)NCc3ccccc3)O[C@@H]1CO2,0,-4,2,0.1,6,4,1,-2
COCc1cc(C)nc2sc(C(=O)NCCO)c(-n3cccc3)c12,.,0,-48,.,-16,.,-3,.
Cc1cc(NC(=O)CN2C(=O)C3CC=CCC3C2=O)no1 (stereo not given),-7,.,.,.,.,9,-2,-1
COC(=O)c1cc2c(ccn2C)n1C,.,5,-45,.,3,.,-1,.
C[C@@H]1CN([C@H](C)CO)C(=O)c2cccc(NC(=O)Nc3ccc(F)cc3)c2O[C@H]1CN(C)S(=O)(=O)c1ccc(Cl)cc1,7,2,-1,-0.1,26,-1,5,-3
Cc1ccc(-n2nc3ccc(NC(=O)/C=C/c4ccco4)cc3n2)cc1C,-4,.,.,.,.,5,-7,31
O=C(CSc1nc(C2CC2)nc2ccccc12)Nc1ccccc1Cl,4,-2,2,.,-9,4,1,2
